Bioassay records as filed in PubChem.
LmPK inhibitor – inhibitors of Leishmania mexicana pyruvate kinase | Q27686 | purified LmPK, Kinase-Glo ATP luminescence, 1 h | Potency, µM (highest dose often 57.5 µM), for the others: at the top dose activity change, negative = inhibition, most hits filed as inhibitors | 290,000 tested, 0.37% active | AID 1721; further: potency means the concentration at half of the fitted maximal effect
Target sequence (Q27686 whole entry, looked up): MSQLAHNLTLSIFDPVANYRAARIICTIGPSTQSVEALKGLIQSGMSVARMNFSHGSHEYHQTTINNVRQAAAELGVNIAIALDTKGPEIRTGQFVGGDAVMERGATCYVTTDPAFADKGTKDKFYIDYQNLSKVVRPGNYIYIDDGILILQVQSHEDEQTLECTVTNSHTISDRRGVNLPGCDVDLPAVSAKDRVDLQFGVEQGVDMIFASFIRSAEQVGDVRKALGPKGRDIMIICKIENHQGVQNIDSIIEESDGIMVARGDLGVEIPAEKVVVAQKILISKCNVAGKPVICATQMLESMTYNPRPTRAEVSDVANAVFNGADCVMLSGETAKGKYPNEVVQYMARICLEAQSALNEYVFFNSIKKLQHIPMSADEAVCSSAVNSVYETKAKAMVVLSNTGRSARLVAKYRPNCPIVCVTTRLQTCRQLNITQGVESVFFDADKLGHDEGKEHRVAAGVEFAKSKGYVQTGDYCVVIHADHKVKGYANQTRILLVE
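0.1 nM LmPK, 0.5 mM PEP, 0.1 mM ADP; 50 mM imidazole pH 7.2, 7 mM MgCl2, 50 mM KCl; 1 h RT. Kinase-Glo luminescence readout, normalized to no-enzyme (full inhibition) and uninhibited wells.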
AmpC inh detg – blocks E. coli AmpC beta-lactamase in detergent assay; 370,000 tested, 0.041% active; AmpC hydrolysis of nitrocefin, absorbance 480 nm, 0.01% Triton; AID 485294; Potency, µM (titrated, usually from 114 µM), inactives show at the highest dose activity change, negative = inhibition, hits mostly inhibitors; P00811;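 further: potency means the concentration at half of the fitted maximal effect; 0% = no-compound wells and -100% = no-enzyme wells; nearly all actives have a fitted effect of over 25% in size; some results filed as inactive show a strong effect at the top dose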
Target sequence (P00811 whole entry, looked up): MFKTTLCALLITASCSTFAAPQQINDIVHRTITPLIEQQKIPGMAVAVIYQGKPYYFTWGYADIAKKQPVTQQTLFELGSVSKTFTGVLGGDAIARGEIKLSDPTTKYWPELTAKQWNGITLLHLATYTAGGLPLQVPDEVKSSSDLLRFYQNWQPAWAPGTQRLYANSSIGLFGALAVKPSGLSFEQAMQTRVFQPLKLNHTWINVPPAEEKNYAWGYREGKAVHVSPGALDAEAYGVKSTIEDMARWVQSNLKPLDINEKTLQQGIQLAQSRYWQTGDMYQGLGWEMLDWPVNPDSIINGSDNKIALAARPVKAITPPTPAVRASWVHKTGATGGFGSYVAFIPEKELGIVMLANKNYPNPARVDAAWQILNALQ
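20 mM phosphate pH 7.0 + 0.01% (detergent screen) or 0.0001% Triton X-100; 5.3 nM AmpC reagent; cpd preinc 15 min RT; nitrocefin (800 uM stock) to start; A480 q20 s × 4 min; Activity was normalised to no-enzyme and no-compound control wells.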
HCV inhibitor – inhibitors of hepatitis C virus infection | Huh7.5.1 HCVcc-Cre infection, luciferase reporter, 44 h | Potency, µM (series often up to 41.8 µM), for inactives: at the highest dose activity change, negative = inhibition, hits mostly inhibitors | 340,000 tested, 3.4% active | AID 651820; further: potency means the concentration at half of the fitted maximal effect
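Seed cells (1,000/well) for 4 h; treat with compound and infect with HCVcc-Cre, moi about 0.5. Incubate 44 h, then detect luciferase activity.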
HCMV inh – human cytomegalovirus inhibition | HFF cells, HCMV-luciferase reporter, 72 h; hits give low values | activity change, negative = inhibition, % at 57.5 µM | 410,000 tested, 4.5% active; in the data active means activity change below about -60%; inconclusive means no clear call, values can overlap the other calls; inactive means above about -39%
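Inhibition of viral replication was scored as loss of reporter luminescence in HFFs infected with HCMV-luciferase (MOI 1 PFU/cell) for 72 h; compounds tested at 2 doses, normalized to buffer and Salinomycin controls.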
AmpC inh no detg – inhibitors of E. coli AmpC beta-lactamase without detergent; AmpC nitrocefin hydrolysis, absorbance 480 nm, 0.0001% Triton; Potency, µM (doses to about 57.1 µM), inactives show at the top dose activity change, negative = inhibition, hits mostly inhibitors; 330,000 tested, 0.52% active;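 further: potency means the concentration at half of the fitted maximal effect; plate controls were no compound for no effect and no enzyme for full effect; nearly all actives have a fitted effect of over 20% in size; some results filed as inactive show a strong effect at the top dose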
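20 mM phosphate pH 7.0 + 0.01% (detergent screen) or 0.0001% Triton X-100; 5.3 nM AmpC reagent; cpd preinc 15 min RT; nitrocefin (800 uM stock) to start; A480 q20 s × 4 min; Activity was normalised to no-enzyme and no-compound control wells.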
TbPYK inhibitor – blocks Trypanosoma brucei pyruvate kinase | Q57TT1 | TbPYK enzyme, Kinase-Glo Plus ATP luminescence, 45 min | Potency, µM (top dose mostly 76.8 µM), for the others: at the highest dose activity, negative = inhibition, hits mostly inhibitors | 410,000 tested, 0.12% active | AID 624173; further: potency means the concentration at half of the fitted maximal effect; nearly all actives have a fitted effect of over 50% in size
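T. brucei PYK with substrate was exposed to pin-transferred compounds across a concentration series, then started with 130 uM ADP (final). After 45 min at room temperature, Kinase-Glo Plus luminescence was read, normalized and curve-fitted.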
AMA1 RON2 block – disrupts binding of P. falciparum AMA1 to RON2. AlphaScreen AMA1-biotinylated RON2 peptide binding. Potency, µM (titrated, usually from 58.2 µM), without a hit: at the top dose activity change, negative = inhibition, most hits filed as inhibitors. 360,000 tested, 0.2% active. AID 720542;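 further: potency means the concentration at half of the fitted maximal effect; 0% = vehicle wells and -100% = peptide control; nearly all actives have a fitted effect of over 45% in size; some results filed as inactive show a strong effect at the top dose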
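AMA1 (3D7) with his tag at 25 nM final met compounds first, then biotinylated RON2 peptide at 25 nM; detection used donor plus acceptor beads, 10 µg/mL apiece, read by AlphaScreen after 30 min at room temperature.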
* hit, by the source's call; ? = inconclusive; / = no result given; [ ] = another dose, or the depositor's remark. Unless noted, the call rests on the fitted dose curve; in most records, active means well fitted curve in the direction sought with a large enough effect; inconclusive means small, poorly fitted or top-dose-only effect, or another doubt; inactive means no such curve, though single readings can be large; an effect the other way counts as inactive or inconclusive. Unless noted, on the % scale 0 is the no-effect control and ±100 the full control effect.

cpd | smiles | LmPK inhibitor | AmpC inh detg | HCV inhibitor | HCMV inh | AmpC inh no detg | TbPYK inhibitor | AMA1 RON2 block
1 | O=c1c2ccccc2cnn1Cc1n[nH]c(=S)n1-c1ccc(Cl)cc1Cl | -29% | ? | 7% | / | -14% | / | /
2 | COc1nc(OC)nc(N(C)CCO)n1 | -1% | ? | 8% | -13 | -5% | -4% | -5%
3 | CN(C)C(=O)CSc1nnc(-c2cccs2)n1-c1ccccc1 | 2% | -2% | 18% | ? | -1% | 3% | -5%
4 | Cc1ccc(NC(=O)C2CC(=O)N(c3ccc4c(c3)OCCO4)C2)cc1S(=O)(=O)N(C)C (stereo unspecified) | / | -10% | ? | -14 | -7% | -5% | -3%
5 | O=C(CCOc1ccccc1)N(Cc1cccnc1)c1nc2c(F)cc(F)cc2s1 | / | 6% | / | 34 | / | 4% | /
6 | CCOc1ccc(NC(=O)c2nn(C)c(C(=O)Nc3ccc(OCC)cc3)c2[N+](=O)[O-])cc1 | 9% | ? | ? | 8 | -41% | -2% | 3%
7 | Cc1nonc1-c1csc(N)n1 | -2% | -8% | 15% | 30 | -10% | -22% | -10%
8 | CCC(=O)Nc1cccc(NC(=S)NC(=O)c2ccccc2C)c1 | -2% | 2% | -20% | -9 | -21% | -2% | 1%
9 | CCCCCCNC(=O)c1cc(S(=O)(=O)N2CCc3ccccc32)ccc1F | 7% | -16% | 4% | -69* | -19% | -12% | 3%
10 | CC1CCN(c2ccc(NC(=O)c3ccc([N+](=O)[O-])o3)cc2)CC1 | / | ? | ? | -98* | ? | -4% | ?
11 | c1ccc2c(c1)-c1cccc3cccc-2c13 | / | -3% | ? | -28 | -11% | 1% | 173%[activator]
12 | Cc1ccccc1NC(=O)CCCCC(=O)Nc1ccccc1C | -1% | ? | 10% | 21 | -11% | -1% | 0%
13 | CCOCCOC(=O)Cn1cnc2scc(-c3ccc(C)cc3)c2c1=O | -4% | 0% | 0% | ? | 60% | 1% | -6%
14 | c1ccc(-n2cc(CN3CCCC(CN4CCCC4)C3)c(-c3ccc4c(c3)OCO4)n2)cc1 (stereo unspecified) | 4% | 2% | 13µM* | ? | 73%[activator] | 4% | -18%
15 | CCCCCn1c(=O)[nH]c2cc(C(=O)NCCN3CCCCC3C)ccc2c1=O (stereo unspecified) | -4% | 5% | ? | / | -12% | -5% | 10%
16 | Cc1oc(-c2ccccc2F)nc1CS(=O)(=O)CC(=O)NCCN1CCCC1 | 0% | -3% | -3% | -34 | 51% | 0% | -7%
17 | CCC(C)Nc1ncnc2c1cnn2-c1ccc(F)cc1 (stereo unspecified) | / | -1% | / | 20 | / | 2% | /
18 | CCC(C)(C(=O)NC1CCCCC1)N(CC1CCCO1)C(=O)CNC(=O)c1ccccc1 (stereo unspecified) | -3% | -4% | 13% | 14 | 19% | -15% | 21%
19 | O=C(Nc1cnn(Cc2ccc(Cl)cc2Cl)c1)c1noc2c1CCCC2 | 5% | ? | ? | -26 | ? | -4% | -11%
20 | CCNc1nc(N)nc(-c2cc(Cl)ccc2O)n1 | -1% | -7% | ? | / | -11% | -2% | 9%

Next section; the last seven above are carried over.
cpd | smiles | LmPK inhibitor | AmpC inh detg | HCV inhibitor | HCMV inh | AmpC inh no detg | TbPYK inhibitor | AMA1 RON2 block
14 | c1ccc(-n2cc(CN3CCCC(CN4CCCC4)C3)c(-c3ccc4c(c3)OCO4)n2)cc1 (stereo unspecified) | 4% | 2% | 13µM* | ? | 73%[activator] | 4% | -18%
15 | CCCCCn1c(=O)[nH]c2cc(C(=O)NCCN3CCCCC3C)ccc2c1=O (stereo unspecified) | -4% | 5% | ? | / | -12% | -5% | 10%
16 | Cc1oc(-c2ccccc2F)nc1CS(=O)(=O)CC(=O)NCCN1CCCC1 | 0% | -3% | -3% | -34 | 51% | 0% | -7%
17 | CCC(C)Nc1ncnc2c1cnn2-c1ccc(F)cc1 (stereo unspecified) | / | -1% | / | 20 | / | 2% | /
18 | CCC(C)(C(=O)NC1CCCCC1)N(CC1CCCO1)C(=O)CNC(=O)c1ccccc1 (stereo unspecified) | -3% | -4% | 13% | 14 | 19% | -15% | 21%
19 | O=C(Nc1cnn(Cc2ccc(Cl)cc2Cl)c1)c1noc2c1CCCC2 | 5% | ? | ? | -26 | ? | -4% | -11%
20 | CCNc1nc(N)nc(-c2cc(Cl)ccc2O)n1 | -1% | -7% | ? | / | -11% | -2% | 9%
21 | O=C(CCCCCN1C(=O)c2ccccc2C1=O)Nc1cccc(O)c1 | 4% | -15% | -10% | -17 | -35% | 2% | 7%
22 | COc1cc(/C=C/C(=O)c2ccc(Cl)s2)cc(OC)c1O | 6% | -12% | 13µM* | / | 33% | -10% | 2%
23 | CN1CCCC1=Nc1c2c(nc3ccccc13)N(C)CC2 | -4% | -12% | -5% | 22 | -21% | 0% | -3%
24 | Cc1cc(OCC(=O)Nc2ccncc2)ccc1[N+](=O)[O-] | 2% | -8% | ? | ? | -16% | -1% | -2%
25 | O=C1Nc2ccccc2N=C(c2ccc3c(c2)OCO3)C1N(C(=O)c1ccnc2ccccc12)c1ccccc1 (stereo unspecified) | / | / | / | -1 | / | 3% | -2%
26 | CCc1c(C)c(C#N)c2nc3ccccc3n2c1NCCN(C)C | -5% | 2% | ? | -5 | -15% | 0% | 9%
27 | COc1ccccc1CN1CCN(C(CC(C)C)c2nnnn2Cc2cccs2)CC1 (stereo unspecified) | 0% | -5% | ? | 29 | 35%[activator] | 9% | 0%
28 | CCn1c(SCC(=O)NC2CCCCC2)nnc1-c1ccccn1 | -14% | -2% | 2% | -4 | -4% | 0% | -12%
29 | CCOc1ccc(NC(=O)C2CCCN(c3nnc(C)c4c(C)n(-c5ccccc5)nc34)C2)cc1 (stereo unspecified) | / | -7% | / | 2 | / | -1% | /
30 | Nc1cccnc1Oc1ccccc1F | 3% | -5% | -21% | -12 | -6% | -1% | -16%
31 | CCCCC1CCC(C(=O)Nc2ccccc2N2CCOCC2)CC1 (stereo unspecified) | / | -8% | ? | -15 | -19% | 0% | 2%
32 | CCN(CC)CCn1c(=S)[nH]c2cc(C(=O)N3CC=C(c4ccccc4)CC3)ccc2c1=O | -1% | -7% | / | -33 | -11% | / | /
33 | COc1cccc(NC(=S)NCCC(c2ccccc2)c2ccccc2)c1 | -1% | 4% | ? | -17 | -30% | -1% | -2%
34 | CSc1ccccc1C(=O)Nc1cccc(N(C)S(C)(=O)=O)c1 | -3% | ? | -4% | 1 | -24% | 1% | -1%
35 | Cn1c(-c2ccc(F)cc2)cnc1NCc1cc2c(cc1[N+](=O)[O-])OCO2 | 5% | -1% | 13µM* | 12 | -30% | 0% | ?
36 | O=C(/C=C/c1ccco1)NC(=S)Nc1ccc(N2CCOCC2)c(Cl)c1 | 6% | ? | -15% | 44 | 8% | -1% | -4%
37 | COc1ccc(Br)cc1CNCc1c(C(=O)O)c(C)n(Cc2ccccc2C)c1C | / | 4% | / | 1 | / | -3% | /
38 | COc1ccc(-n2nnnc2/C(=C/N(C)C)C(=O)c2ccccc2)cc1 | 3% | 1% | 28% | 24 | -9% | -2% | 24%
39 | CCOC(=O)c1c(C)nc2ccccc2c1-c1ccccc1 | 1% | ? | -21% | -24 | 27% | 1% | 4%
40 | O=C(COC(=O)c1cccc(OC(F)F)c1)Nc1ncccn1 | / | / | 38%[activator] | -17 | -7% | -5% | -9%
41 | CCOc1ccc(Br)cc1CC(=O)O | / | / | 22% | 37 | / | 0% | 1%
42 | COc1ccc(CC(=O)Nc2cc(C)on2)cc1OC | -6% | -2% | 15% | 30 | -15% | -5% | 12%
43 | CCCN(CCC)S(=O)(=O)c1cccc(-c2csc(C)n2)c1 | 2% | 1% | -2% | ? | -1% | -1% | 13%
44 | COCCn1c(CNC(=O)c2ccc(C)cc2)nc2cccnc21 | / | 5% | / | -12 | / | 0% | /
45 | CCOC(=O)c1nnn(CC(=O)Nc2cccc(F)c2)c1C(=O)OCC | 17% | 4% | 12% | 6 | -1% | -4% | 15%
46 | N#C/C(=C(/O)COC(=O)CSc1ccc(Cl)cc1)c1nc2ccccc2[nH]1 | 3% | -3% | 0% | -81* | -52% | 2% | 50%[activator]
47 | Cc1ccc(C)c(N2CCN(C(=O)C3CCN(Cc4nc(-c5cccc(Cl)c5)oc4C)CC3)CC2)c1 | / | 2% | / | 13 | / | 0% | /
48 | O=C(COc1ccc(NC(=O)c2ccccc2)cc1)c1ccccc1 | -3% | -6% | -23% | 69 | -21% | 1% | 6%
49 | CCN1CCn2c1nc(N1CCCCC1)nc2=O | -4% | 2% | 3% | -8 | -17% | 7% | 29%
50 | CCN1CCN(C(=O)c2ccc(S(=O)(=O)Nc3ccccc3)cc2)CC1 | / | -4% | 22% | -12 | -7% | -12% | 12%
51 | O=C(COc1ccc2cc(Br)ccc2c1)N1CCOCC1 | / | / | ? | -12 | 51% | -4% | -6%
52 | Cc1ccc(NC(=O)CN2CCN(C(=O)C3CCCO3)CC2)c(C)c1 (stereo unspecified) | 1% | -13% | 25% | 1 | -10% | 2% | 26%
53 | COc1ccc(NC2CCCN(C(=O)CSc3ccccc3)C2)cc1OC (stereo unspecified) | -10% | 3% | 2% | -2 | 37% | -11% | -3%
54 | COc1ccc2[nH]c(C(=O)NCc3ccccc3)c(C)c2c1 | 0% | 0% | -28% | -33 | -13% | -2% | ?
55 | N/C(=N\OC(=O)CCC1CCCCC1)c1ccc([N+](=O)[O-])cc1 | 1% | 3% | -5% | -7 | -16% | 0% | ?
56 | C=CCNC(=O)c1ccc(-n2cccc2)cc1 | 8% | ? | 4% | 30 | -30% | -3% | -11%
57 | COC(=O)c1ccc(NS(=O)(=O)c2ccc3[nH]c4c(c3c2)CCCCC4)cc1 | / | 3% | / | -20 | / | 3% | /
58 | CCOC(=O)CCN=Cc1c(O)n(-c2ccc(Br)cc2)c(=O)[nH]c1=O | 8% | -11% | 5% | 2 | -6% | -1% | -5%
59 | CCCCCC(=O)Nc1nc2ccccc2[nH]1 | -1% | 3% | 2% | 31 | -34% | -9% | 33%[activator]
60 | O=C(COc1ccc(Cl)cc1Cl)NCCCCc1ccccc1 | 3% | -8% | 0% | 82 | 18% | -1% | 35%[activator]
61 | OC1(c2cn(Cc3ccccc3)nn2)CCCCC1 | -2% | 0% | 5% | -6 | -14% | -1% | 3%
62 | CCN(CC)C(=O)c1[nH]cnc1C(=O)Nc1ccccc1F | / | / | / | 3 | / | 3% | -6%

Compounds were not picked by outcome; any-hit rate near 7.5%.
